Bioassay records (PubChem)
Bim-Bcl-XL = disrupts Bim peptide binding to human Bcl-XL; Q07817; bead flow cytometry, fluorescence; inhibition, % at 10 µM; 190,000 tested, 0.04% active; AID 1007
Target sequence (Q07817 whole entry, looked up): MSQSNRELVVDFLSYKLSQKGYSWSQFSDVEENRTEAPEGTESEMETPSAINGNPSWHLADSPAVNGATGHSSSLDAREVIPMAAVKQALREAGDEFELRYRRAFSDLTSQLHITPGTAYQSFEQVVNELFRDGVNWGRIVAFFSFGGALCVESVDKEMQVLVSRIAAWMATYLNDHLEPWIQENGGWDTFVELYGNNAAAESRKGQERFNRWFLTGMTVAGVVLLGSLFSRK
GSH fluor = compound fluoresces at 488/530 nm on GSH beads; GSH beads flow cytometry, compound fluorescence 488/530 nm; active compounds read high; fluorescence (KMESF) at 10 µM; 190,000 tested, 0.25% active; AID 1776; in the data active = fluorescence above about 89;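 note: glutathione beads carrying GST-tagged Bcl family fusion proteins plus one bare bead set; values are compound well signal with DMSO vehicle wells as background; inactives centre near 16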
RGS4-Gao reg = human RGS4-Galphao interaction regulation; binding response (% of control), % at 10 µM; 220,000 tested, 0.33% active; Multiplexed bead flow cytometry, RGS4-Galphao binding; actives lie on both sides; P09471; in the data active = binding response below about 49% or above about 150%; inactive = in between;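 note: fluorescent Galphao activated with aluminum fluoride binding bead-coupled RGS4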
Target sequence (P09471 whole entry, looked up): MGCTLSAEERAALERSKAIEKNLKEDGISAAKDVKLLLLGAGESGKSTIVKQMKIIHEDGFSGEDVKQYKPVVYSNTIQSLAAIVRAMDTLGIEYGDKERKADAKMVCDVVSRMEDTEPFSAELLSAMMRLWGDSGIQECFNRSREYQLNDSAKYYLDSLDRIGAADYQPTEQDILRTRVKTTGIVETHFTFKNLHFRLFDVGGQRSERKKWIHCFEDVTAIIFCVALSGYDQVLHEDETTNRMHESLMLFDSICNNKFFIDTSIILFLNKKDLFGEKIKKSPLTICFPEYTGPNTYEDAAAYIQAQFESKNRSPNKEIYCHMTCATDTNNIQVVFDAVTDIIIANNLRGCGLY
RGS7-Gao reg = human RGS7-Galphao interaction regulation. Multiplexed bead flow cytometry, RGS7-Galphao binding; actives lie on both sides. binding response (% of control), % at 10 µM. 220,000 tested, 0.35% active; in the data active = binding response below about 49% or above about 150%; inconclusive = no clear call, values can overlap the other calls; inactive = in between;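 note: fluorescent Galphao held in activated GDP-AlF4 state binding bead-coupled RGS7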
Bim-Bfl-1 = inhibitors of Bim-Bfl-1 interaction, human; Bead-based flow cytometry, Bim-Bfl-1 binding inhibition; 190,000 tested, 0.12% active; Q16548; inhibition, % at 10 µM;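 note: 0% = wells without compound plus tracer and 100% = blocker peptide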
ABCB1 block = human ABCB1 inhibition, ABCG2 as counter-screen | P08183 | CCRF-Adr cells, JC-1 efflux, flow cytometry | inhibition, % at 6.6 µM | 190,000 tested, 0.067% active | AID 1326; in the data active = inhibition above about 40%;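 note: 0% = vehicle and 100% = reference inhibitor; higher value means more JC-1 retained so stronger ABCB1 efflux block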
ABCG2 inh = human ABCG2 inhibition, ABCB1 as counter-screen | Q9UNQ0 | IgMXP3 cells, JC-1 efflux, flow cytometry | inhibition, % at 6.6 µM | 190,000 tested, 0.1% active | AID 1325;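 active = inhibition above 80%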;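 note: 0% = DMSO and 100% = nicardipine control wells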
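System: two drug-resistant human cell lines, ABCG2 and ABCB1; controls: nicardipine high and DMSO low controls; times: 10 min exposure at 25 °C with rotation, no wash; detection: flow cytometry of retained JC-1 fluorescence; read-out basis: percent efflux inhibition, scaled nicardipine 100% to DMSO 0%; doses: one concentration, 6.6 µM final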
Bim-Bcl-2 = inhibitors of Bim-Bcl-2 interaction, human; Bead-based flow cytometry, Bim peptide-Bcl-2 binding; inhibition, % at 10 µM; 190,000 tested, 0.06% active; AID 950; in the data active = inhibition above about 40%; inconclusive = no clear call, values can overlap the other calls;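 note: 0% = no compound wells with probe peptide and 100% = reference peptide inhibitor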
Avidin fluor = compound fluoresces at 488/530 nm on avidin beads | 220,000 tested, 0.38% active | fluorescence (KMESF) at 10 µM | AID 1775 | compound fluorescence 488/530 nm, flow cytometry; active compounds read high; in the data active = fluorescence above about 47; note: inactives centre near 10
Bcl-W Bim block = inhibitors of Bim-Bcl-W interaction, human | Q92843 | bead-based flow cytometry, Bim peptide-Bcl-W binding | inhibition, % at 10 µM | 190,000 tested, 0.02% active;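 note: 0% = bound tracer without compound and 100% = peptide blocker; higher means less fluorescent Bim peptide bound to Bcl-W beads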
Target sequence (Q92843 whole entry, looked up): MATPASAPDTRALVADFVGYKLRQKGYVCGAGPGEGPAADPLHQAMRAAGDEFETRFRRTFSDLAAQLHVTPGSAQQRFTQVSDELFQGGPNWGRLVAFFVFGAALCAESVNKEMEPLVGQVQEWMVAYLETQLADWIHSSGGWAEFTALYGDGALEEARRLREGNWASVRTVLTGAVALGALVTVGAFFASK
Bim-Bcl-B = disrupts Bim peptide binding to human Bcl-B. bead-based flow cytometry. Q9HD36. 190,000 tested, 0.073% active. inhibition, % at 10 µM. AID 951;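 note: 0% = tracer peptide without compound and 100% = reference inhibitor peptide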
Target sequence (Q9HD36 whole entry, looked up): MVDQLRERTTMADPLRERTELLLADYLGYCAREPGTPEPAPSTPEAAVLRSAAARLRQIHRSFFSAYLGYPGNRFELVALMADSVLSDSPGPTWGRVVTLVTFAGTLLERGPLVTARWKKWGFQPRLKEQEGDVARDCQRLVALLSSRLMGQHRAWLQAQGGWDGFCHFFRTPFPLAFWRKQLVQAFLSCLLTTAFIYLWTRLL
* hit, by the source's call; ? = inconclusive; nt = no result given; [ ] = another dose, or the depositor's remark. Cut-off read from the data, not from the text of the source, unless noted: active = inhibition above about 40%.

Every second line gives: Bim-Bcl-XL	GSH fluor	RGS4-Gao reg	RGS7-Gao reg	Bim-Bfl-1	ABCB1 block	ABCG2 inh	Bim-Bcl-2	Avidin fluor	Bcl-W Bim block	Bim-Bcl-B
CC(C)(C)NC(=O)CC(CC(=O)O)c1ccccc1 (stereo not given)
 : -2	24	101	99	-12	0.5	1	-10	7	1	-5
O=C(O)c1cccc(-c2nnn(Cc3ccccc3)n2)c1
 : 1	16	97	105	1	-0.1	1	-1	5	0	1
O=C1CC(c2ccccc2)c2ccc(O)cc2O1 (stereo not given)
 : -6	48	100	105	-6	0.9	4	-10	8	2	-8
Cc1ccc(-n2ncc3c(SCC(=O)Nc4cc(C)on4)ncnc32)c(C)c1
 : -2	19	104	107	-5	0.3	1	0	25	1	0
N#Cc1cncc(-c2ccc3c(c2)OCCOCCOCCOCCOCCO3)n1
 : -5	10	101	101	3	0.2	0	0	3	-1	-1
Cc1ccc(C(C(=O)NC2CCCC2)N(C(=O)c2csnn2)C2CCCC2)o1 (stereo not given)
 : -4	61	101	100	-8	0.8	0	-8	10	-1	-9
CCOc1ccc(NC(=O)NC(C)CC)cc1 (stereo not given)
 : -4	22	102	103	-4	-0.2	0	-2	9	-2	-6
CC(C)(C)C1CCC(C(=O)OCC(=O)N2CCOCC2)CC1 (stereo not given)
 : 1	6	92	93	0	1.8	6	-2	2	0	-2
CCOC(=O)c1ccccc1-n1c(C)cc(C2N=C(N)Nc3nc4ccccc4n32)c1C (stereo not given)
 : 4	37	103	105	-5	0.2	5	0	15	6	-2
COc1ccccc1NC(=O)Cn1cnc2c(cnn2-c2ccccc2)c1=O
 : 0	63	99	100	-2	0.9	3	0	14	-1	0
N#Cc1nc(COc2ccccc2)oc1N1CCCCC1
 : -6	26	109	103	-13	0.8	3	-7	8	0	-6
CC(c1ccccc1)N1CCc2[nH]c(=S)[nH]c(=O)c2C1 (stereo not given)
 : -4	14	111	113	-4	-0.4	0	-4	15	-4	-7
Cc1c(O)ccc(NS(=O)(=O)c2ccccc2)c1C
 : -4	16	95	?	-6	0.4	2	-3	8	-3	-5
COC(=O)CCCNC(=O)CC1C(=O)NCCN1Cc1ccoc1 (stereo not given)
 : -5	10	94	93	-9	0.2	0	-7	2	-2	-8
O=S(=O)(c1cccc(-c2nnco2)c1)N1CCOCC1
 : -1	12	97	97	-4	-0.1	0	0	12	-1	-1
CC(C)NC(=O)NC(=O)COC(=O)c1ccccc1F
 : -3	11	100	103	-6	0.0	0	-3	18	-3	-6
COc1ccccc1N1CCN(c2cc(N3CCCC3)nc(C)n2)CC1
 : -6	26	104	100	-14	2.1	23	-6	34	-2	-4
O=S(=O)(c1cnc(Cl)c(Cl)c1)N1CCCc2ccccc21
 : 2	11	99	100	-5	0.1	7	-4	5	1	0
CC(=O)/C=C1\N(C)c2ccc(C)cc2C1(C)C
 : -4	12	100	103	-4	-1.3	18	-5	8	-2	-4
COc1ccc(NC(=O)CSc2nc(C)cs2)cc1OC
 : -6	40	101	107	-6	-0.3	10	-6	8	0	-9
COc1ccccc1N(C(=O)NCc1ccccc1)C1=NCC(C)S1 (stereo not given)
 : -2	23	100	100	-9	1.5	3	-5	6	2	-5
COC(=O)C1=C(C(=O)OC)C(c2cc([N+](=O)[O-])ccc2O)c2sc(=O)[nH]c2S1 (stereo not given)
 : -3	13	100	?	-4	-0.3	7	-6	11	-2	-9
O=C(Nc1nc(-c2ccc(S(=O)(=O)N3CCCC3)cc2)cs1)C1COc2ccccc2O1 (stereo not given)
 : -13	22	98	99	-14	0.3	2	-13	10	-2	-13
CC(=O)Nc1c(O)[nH]c2ccccc12
 : -8	28	99	97	-19	0.3	9	-10	15	-2	-8
CC(=O)N1CCc2c(sc(NC(=O)c3ccc4c(c3)OCCO4)c2C#N)C1
 : 2	21	99	76	-3	0.5	6	0	8	3	-3
Cc1cc(=O)[nH]c(N/N=C/c2cccc([N+](=O)[O-])c2)n1
 : 4	9	94	96	-1	0.0	22	1	10	1	2
COc1cccc(-c2cc(C(=O)N/N=C/c3ccc(OC)c(COC(C)=O)c3)c3ccccc3n2)c1
 : -1	9	91	93	-3	0.9	1	0	10	0	0
COc1ccc(N(C(=O)c2cccnc2)S(=O)(=O)c2cccs2)cc1
 : -6	18	100	?	-8	1.3	11	-2	9	-3	-7
O=C(NCc1ccco1)c1cc2c(s1)CCCCC2
 : -13	33	94	98	-5	-2.1	-16	-3	10	-5	-8
Cc1ccc(Sc2ncccc2COC(=O)Nc2ccccc2)cc1
 : -1	13	99	100	1	0.4	3	-3	37	-1	-2

Ordered by value in Bim-Bfl-1 (high to low): some entries from above
smiles	Bim-Bfl-1
Cc1ccc(Sc2ncccc2COC(=O)Nc2ccccc2)cc1	1
COc1cccc(-c2cc(C(=O)N/N=C/c3ccc(OC)c(COC(C)=O)c3)c3ccccc3n2)c1	-3
COc1ccc(NC(=O)CSc2nc(C)cs2)cc1OC	-6

Later entries
Every second line gives: Bim-Bcl-XL	GSH fluor	RGS4-Gao reg	RGS7-Gao reg	Bim-Bfl-1	ABCB1 block	ABCG2 inh	Bim-Bcl-2	Avidin fluor	Bcl-W Bim block	Bim-Bcl-B
CN1CCN(C(=O)CN(c2cccc(Br)c2)S(=O)(=O)c2ccccc2)CC1
 : -3	15	99	100	4	3.9	9	-4	6	-4	1
O=C(O)CC/C(=N\NC(=O)c1ccccc1)c1cccs1
 : -1	15	98	101	-1	0.1	0	-1	8	0	-1
O=C(CCCn1c(SCc2cc(=O)n3ccccc3n2)nc2ccccc2c1=O)NCC1CCCO1 (stereo not given)
 : 2	24	99	98	-3	1.6	10	1	9	0	-2
Nc1ccc(Sc2cnn(-c3ccccc3)c(=O)c2Cl)cc1
 : -5	10	101	96	0	0.9	4	0	10	1	2
COc1cccc(NS(=O)(=O)c2ccc3c(c2)CCCN3C(C)=O)c1
 : -3	33	100	100	-10	0.7	3	-5	8	3	-7
CC(=O)c1ccc(N2CCN(C(=O)c3ccc4ccccc4n3)CC2)cc1
 : -1	13	92	?	-9	0.7	4	-1	11	0	-5
C=CCOc1ccc(/C=N/O)cc1Cl
 : -8	12	103	105	-17	0.3	1	-4	15	-4	-6
C=CCNC(=S)NNC(=O)COc1ccc(Cl)cc1Cl
 : -7	15	100	103	2	-2.0	5	-5	18	-5	-22
CC(C)(C)c1ccc(NC(=O)COC(=O)C2(C)CC2(Cl)Cl)cc1 (stereo not given)
 : 1	12	96	99	-3	0.1	26	0	10	0	0
C=CCc1ccc(OCCOc2cccc3ccc(C)nc23)c(OC)c1
 : -7	13	91	93	-11	0.9	7	-10	9	0	-8
c1ccc(Cn2ncc3c(N4CCCCC4)ncnc32)cc1
 : -2	9	109	108	-1	0.8	5	-3	11	-1	-1
CN(C)C1=NCC(CSC(=N)N)S1 (stereo not given)
 : -4	15	92	92	-6	1.3	5	-3	14	-4	-8
O=C(CCOc1ccccc1)Nc1cccc([N+](=O)[O-])c1
 : -4	16	97	99	-4	0.6	9	-4	9	-2	-4
CC1(C)C(=O)C2(C(=O)NCc3ccccc3)CCC1C2 (stereo not given)
 : 0	30	99	98	-1	-0.1	0	-2	8	0	0
COc1cc(C(=O)NCCc2cn3ccccc3n2)cc(OC)c1OC
 : -1	22	102	101	-13	0.7	4	-7	8	1	-2
COc1ccc(C2SCC(C(=O)NCc3ccc(F)cc3)N2C(C)=O)cc1 (stereo not given)
 : 0	28	107	99	-6	0.8	1	-7	8	-3	-6
O=C1CCc2cc(S(=O)(=O)N3CCN(Cc4ccc5c(c4)OCO5)CC3)ccc2N1
 : -4	34	103	105	-9	-1.3	5	-2	16	6	-7
Cc1ccccc1Cn1cccc1/C=C1/C(=N)N2C=CSC2=NC1=O
 : 1	22	99	101	-10	0.9	1	-4	30	0	-8
COC(=O)Cn1c(CN2CCN(c3ccc(F)cc3)CC2)nc2c1c(=O)n(C)c(=O)n2C
 : -3	22	101	104	-11	-1.9	-1	-8	7	1	-5
COc1ccc(C(C(=O)NC(C)(C)C)N(Cc2ccco2)C(=O)CCC(=O)Nc2cc(C)on2)cc1 (stereo not given)
 : -11	32	98	96	-2	1.1	1	-2	10	-1	-6
CCn1c(O)c(/C=N/NC(=O)c2ccncc2)c(=O)n(CC)c1=S
 : -11	19	99	96	-9	-0.9	-6	-3	14	-6	-10
CCCc1c(C)nc2ccccc2c1SCCC#N
 : -6	10	103	104	10	1.4	3	-6	13	0	-14
Cc1cc(=O)c2cc(Cl)ccc2[nH]1
 : 0	6	108	105	0	0.5	4	0	18	3	1
COc1ccc(-c2nc(Cn3c(SCc4ccc(F)cc4)nc4ccncc43)c(C)o2)cc1OC
 : -4	21	103	104	-9	1.9	6	-8	7	0	-10
O=C(Nc1ccccc1[N+](=O)[O-])c1nc[nH]c1C(=O)NCCO
 : 10	50	98	98	-10	0.2	2	-5	8	7	5
CC(=O)NCCCc1c[nH]c2ccc(Cl)cc12
 : -5	57	99	97	-9	0.7	5	-3	11	6	-1
O=C(Nc1cc(S(=O)(=O)N2CCOCC2)ccc1N1CCCC1)c1cnccn1
 : -6	18	99	99	1	0.5	4	-3	12	-5	-1
Cc1ccc(S(=O)(=O)N2CCC(C(=O)C3C(=O)CCCC3=O)CC2)cc1
 : -1	14	101	101	-4	0.7	6	-2	9	0	-3
Cc1cc(OCC(F)(F)C(F)(F)C(F)(F)C(F)F)nc(N)n1
 : 0	13	96	95	4	0.7	3	14	9	0	12
Cc1cc(=O)[nH]c(SCC(=O)N2CCc3ccccc3C2)n1
 : -3	12	100	100	-7	0.2	2	-11	6	0	-6
O=C1c2ccccc2C(=O)N1CCCCN(C(=O)c1ccc([N+](=O)[O-])cc1)c1ccc(Cl)cc1
 : 0	25	93	94	-1	4.9	6	-2	11	-5	-5
COc1ccc(NC(=S)Nc2ccc(OCc3ccccc3)cc2)c(OC)c1
 : -5	18	140	165*[activator]	1	-0.2	1	9	11	-5	-16
c1ccc(-c2onc3c2CCCC3)cc1
 : nt	242*	101	110	nt	34	18	?	8	nt	nt
CC1=C(Sc2nc3ccccc3[nH]2)C(=O)NC(C)(C)C1
 : -1	33	98	96	-12	0.1	2	-7	8	0	-9
C=Cn1cc[n+](CC(=O)c2ccc(C)cc2)c1
 : -1	12	101	97	-5	0.0	0	-3	10	-1	0
Cc1ccc(S(=O)(=O)Nc2ccc(S(=O)(=O)Nc3cc(C)nc(C)n3)cc2)cc1
 : -1	12	90	90	-5	0.1	0	-1	18	0	-4
CCN(CC)C(=O)CSc1nnc(SCc2ccc(Cl)cc2)s1
 : 1	14	98	97	-2	0.6	1	2	34	0	4
O=C(N1CCOCC1)N1c2ccccc2CC(N2CCOCC2)c2ccccc21 (stereo not given)
 : -12	42	100	100	-3	1.4	6	0	10	-5	-5
CC/C(=N\NC(=O)c1cccnc1)c1ccc2c(c1)OCCO2
 : 3	25	100	101	0	1.2	15	-1	11	2	0
CC1CN(C(=O)c2ccc(Oc3ccccc3)cc2)CC(C)O1 (stereo not given)
 : -3	12	101	103	-7	0.8	1	-3	24	-2	0
